TNAP activators: human TNAP enzyme activators, primary screen, biochemical, luminescent, no phosphate acceptor, uHTS (AID 1001); activation fold at 20 µM; hits with a dose series show EC50 in µM; 200,000 tested, 0.03% active; purified TNAP, luminescent activation assay, no phosphate acceptor; higher activation fold means a stronger effect; in the data active = activation fold from about 3, or a potency from the dose series; inactive = the rest, 99 in 100 with activation fold below about 1.6; also: many of its hits are not listed in these tables
Myeloid diff MLP: promotes myeloid progenitor differentiation; calls only at 10 µM; 360,000 tested, 1% active; ER-HoxA9 myeloid progenitors, lysozyme-GFP differentiation, flow cytometry;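 active = normalized GFP-positive differentiation at or above the plate's own cutoff, the solvent-only control mean plus 3 SD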;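 also: cells exposed to compound for four days before flow analysis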
RSV CPE inhibition: RSV antiviral activity via CPE protection, HEp-2 cells, primary 10 µM value included (AID 2391) | one-dose CPE inhibition, % at 10 µM; IC50 in µM for titrated hits | 310,000 tested, 0.13% active | HEp-2 cells, RSV-induced CPE inhibition; higher % means a stronger effect; in the data active = a potency from the dose series; also: strong numbers were not always called active
NTR1 ag: agonists of NTR1, primary screen, imaging, U2OS cells, beta-arrestin-GFP, high content (AID 493036). P30989. NTR1-U2OS beta-arrestin-GFP spot imaging, agonist mode. activation, % at 20 µM. 330,000 tested, 0.17% active;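 active = activation at or above 40% of the spot to cytoplasm intensity ratio, with at least 20 cells analyzed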;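 also: 0% = DMSO without peptide and 100% = 100 nM NTR1 peptide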
Target sequence (P30989 whole entry, looked up): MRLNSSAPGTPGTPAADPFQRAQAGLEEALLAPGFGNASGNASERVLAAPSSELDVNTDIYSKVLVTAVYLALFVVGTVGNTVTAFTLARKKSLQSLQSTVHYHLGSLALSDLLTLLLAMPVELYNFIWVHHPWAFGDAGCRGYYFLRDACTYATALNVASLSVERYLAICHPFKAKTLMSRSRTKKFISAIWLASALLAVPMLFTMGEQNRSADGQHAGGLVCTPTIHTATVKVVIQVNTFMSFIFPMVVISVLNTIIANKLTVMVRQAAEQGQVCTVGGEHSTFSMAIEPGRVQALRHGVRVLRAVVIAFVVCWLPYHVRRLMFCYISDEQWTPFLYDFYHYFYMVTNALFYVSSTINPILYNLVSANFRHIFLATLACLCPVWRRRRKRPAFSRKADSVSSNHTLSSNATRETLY
K1F lysis inhibition: inhibition of K1F phage lysis, E. coli UTI89, bacterial capsule biogenesis inhibitors, alamar blue (AID 488966); E. coli UTI89 K1F phage lysis, alamar blue, 2 h; higher % means a stronger effect; one-dose inhibition, % at 100 µM; IC50 in µM for titrated hits; 340,000 tested, 0.02% active;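 active = phage lysis inhibition, versus mean bacterial control, above a set limit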;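 also: capsule biogenesis inhibitors block K1F phage lysis so surviving cells raise fluorescence; higher fluorescence means more inhibition of phage lysis; actives were called in the ten point dose series up to 300 µM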
SV40 large T antigen: SV40 large T antigen inhibitors, biochemical (AID 1903); 310,000 tested, 0.39% active; SV40 large T antigen ATPase/helicase inhibition assay; higher % means a stronger effect; inhibition, % at 20 µM; hits with a dose series show IC50 in µM; in the data active = a potency from the dose series; also: strong numbers were not always called active
T cell modulator: T cell immune modulation candidate; 2C CD8+ T cell-vesicle binding, flow cytometry; stronger effect = lower value; calls only at 7 µM; 330,000 tested, 0.068% active; AID 2052;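 active = response, share of CD8 T cells binding vesicles, and their 90th percentile fluorescence all below set limits, cut at about 80% in these data, passing the limit was not always enough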
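Assay system: 2C TCR transgenic mouse naive CD8+ T cells, MACS-purified | Read-out: CD8+ gate FL2 mean fluorescence as % of same-row positive control | Signal: High-throughput flow cytometry with anti-B7-1 and anti-CD8 staining | Timing: Binding step 1.5 h, 37 °C, antibody labelling 20 min, ice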
PhoP inhibition: PhoP-dependent GFP reporter repression – Salmonella Typhimurium, primary screen (AID 1863); S. Typhimurium PhoP-regulated promoter GFP reporter, 4 h; higher % means a stronger effect; 300,000 tested, 0.16% active; inhibition, % at 50 µM, or IC50 in µM where a hit was titrated;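 active = inhibition over 29.93%, a cutoff 3 SD above the screen mean, later confirmed by dose response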;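 also: 0% = low Mg2+ inducing control and 100% = high Mg2+ repressing control; strong numbers were not always called active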
Rac1 GTP hydrolysis: MgcRacGAP GTPase-activating activity inhibitors, confirmation, biochemical, ADP Hunter fluorescence; inhibition, % at 30 µM; hits with a dose series show IC50 in µM; AID 624330; MgcRacGAP-stimulated Rac1 GTP hydrolysis, ADP Hunter fluorescence; higher % means a stronger effect; GST-tagged Rac1 F28L mutant substrate; 340,000 tested, 0.6% active;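 active = first-screen hits whose inhibition reached a set limit at any dose in the follow-up dose series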;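 also: fluorescence reports GDP produced by GAP-driven GTP hydrolysis; strong numbers were not always called active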
T cell modulator vesicle-bound %: second read-out of T cell modulator, no call of its own (marks repeat the call); double positive events, %; measured here: CD8+ vesicle-bound cell fraction;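 binding gate set so that unloaded-vesicle control wells show 10% double positive cells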
NTR1 ag cell count 20 µM: recorded beside NTR1 ag, whose call it bears; cell count; measured here: cell count, cytotoxicity flag
Myeloid diff MLP GFP+ MAC1+ %: further read-out of Myeloid diff MLP, marked with its call; GFP+ MAC1+ double positive, %; measured here: differentiation confirmed by MAC1 staining
* hit, by the source's call; [ ] = another dose, or the depositor's remark.

What do the screens show for `COc1ccc2c(c1)C(C)=CC(C)(C)N2S(=O)(=O)c1ccc(NC(C)=O)cc1`?
RSV CPE inhibition: -0.5%; NTR1 ag: 2.6; K1F lysis inhibition: -0.2%; SV40 large T antigen: -4%; T cell modulator: inactive; PhoP inhibition: 7%; Rac1 GTP hydrolysis: -3%; T cell modulator vesicle-bound %: 60; NTR1 ag cell count 20 µM: 68

What do the screens show for `C/C(Cl)=C\CSc1nnc2n(N)c(=O)c3ccccc3n12`?
TNAP activators: 1.1; Myeloid diff MLP: inactive; RSV CPE inhibition: 0.9%; NTR1 ag: -2.8; K1F lysis inhibition: 2.1%; SV40 large T antigen: 1%; T cell modulator: inactive; PhoP inhibition: 2%; Rac1 GTP hydrolysis: 1%; T cell modulator vesicle-bound %: 52; NTR1 ag cell count 20 µM: 69; Myeloid diff MLP GFP+ MAC1+ %: 0.6

Results for COCCCn1c(SCc2ccc(OC)cc2)nc2cc(OC)c(OC)cc2c1=N ?
TNAP activators: 1.1; Myeloid diff MLP: inactive; RSV CPE inhibition: 0.9%; NTR1 ag: 13; K1F lysis inhibition: 0.6%; SV40 large T antigen: 12%; T cell modulator: inactive; PhoP inhibition: -7%; Rac1 GTP hydrolysis: 7%; T cell modulator vesicle-bound %: 30; NTR1 ag cell count 20 µM: 85; Myeloid diff MLP GFP+ MAC1+ %: 1.8

Results for COc1ccc2c(c1)O/C(=C\c1sccc1C)C2=O ?
TNAP activators: 1.1; Myeloid diff MLP: inactive; RSV CPE inhibition: 1.5%; NTR1 ag: 5.1; K1F lysis inhibition: 3.1%; SV40 large T antigen: 19%; T cell modulator: inactive; PhoP inhibition: -11%; Rac1 GTP hydrolysis: 6%; T cell modulator vesicle-bound %: 39; NTR1 ag cell count 20 µM: 37; Myeloid diff MLP GFP+ MAC1+ %: 0.1

Results for O=C(CSc1nnc(NC(=O)c2c(F)cccc2Cl)s1)Nc1ccccc1F ?
Myeloid diff MLP: inactive; RSV CPE inhibition: 0.5%; NTR1 ag: 1.6; K1F lysis inhibition: 1.1%[50 µM]; SV40 large T antigen: 11%; T cell modulator: inactive; PhoP inhibition: -6%; Rac1 GTP hydrolysis: 10%; T cell modulator vesicle-bound %: 25; NTR1 ag cell count 20 µM: 75; Myeloid diff MLP GFP+ MAC1+ %: 1.1

Results for O=C(CCOc1ccccc1)OCC(=O)c1cc2ccccc2o1 ?
TNAP activators: 1.1; Myeloid diff MLP: inactive; RSV CPE inhibition: 1.7%; NTR1 ag: 2.3; K1F lysis inhibition: 0.2%; SV40 large T antigen: 0%; T cell modulator: inactive; PhoP inhibition: -1%; Rac1 GTP hydrolysis: 6%; T cell modulator vesicle-bound %: 45; NTR1 ag cell count 20 µM: 43; Myeloid diff MLP GFP+ MAC1+ %: 1.8

Results for Cc1nc2ccccn2c1C(=O)NN=C1CCN(C)CC1 ?
TNAP activators: 1.1; Myeloid diff MLP: inactive; RSV CPE inhibition: -0.5%; NTR1 ag: -0.4; K1F lysis inhibition: 0.2%; SV40 large T antigen: 6%; T cell modulator: inactive; PhoP inhibition: -9%; Rac1 GTP hydrolysis: -13%; T cell modulator vesicle-bound %: 31; NTR1 ag cell count 20 µM: 42; Myeloid diff MLP GFP+ MAC1+ %: 1.3

Results for CCOC(=O)C1=C(CSCC(=O)OC)NC(=O)NC1c1cc(C)ccc1C (centres undefined) ?
TNAP activators: 1.1; Myeloid diff MLP: inactive; RSV CPE inhibition: 0.4%; NTR1 ag: 0.5; K1F lysis inhibition: 0.6%; SV40 large T antigen: 4%; T cell modulator: inactive; PhoP inhibition: -1%; Rac1 GTP hydrolysis: 1%; T cell modulator vesicle-bound %: 27; NTR1 ag cell count 20 µM: 52; Myeloid diff MLP GFP+ MAC1+ %: 1.0

How did CCOc1ccc(CCNC(=O)C2CCN(S(=O)(=O)c3ccc(C)cc3)CC2)cc1OCC do in these assays?
Myeloid diff MLP: inactive; RSV CPE inhibition: -0.4%; NTR1 ag: 0.1; K1F lysis inhibition: -1.7%[50 µM]; SV40 large T antigen: -10%; T cell modulator: inactive; PhoP inhibition: 2%; Rac1 GTP hydrolysis: 5%; T cell modulator vesicle-bound %: 17; NTR1 ag cell count 20 µM: 46; Myeloid diff MLP GFP+ MAC1+ %: 2.5

Results for CCOC(=O)C1CCN(S(=O)(=O)c2cccc3nonc23)CC1 ?
TNAP activators: 1.1; Myeloid diff MLP: inactive; RSV CPE inhibition: 0.9%; NTR1 ag: -2.3; K1F lysis inhibition: 0.0%; SV40 large T antigen: -28%; T cell modulator: inactive; PhoP inhibition: -11%; Rac1 GTP hydrolysis: -6%; T cell modulator vesicle-bound %: 62; NTR1 ag cell count 20 µM: 83; Myeloid diff MLP GFP+ MAC1+ %: 1.9

What do the screens show for `COc1cccc(C2/C(=C(\O)c3ccc4c(c3)OCCO4)C(=O)C(=O)N2c2nnc(C)s2)c1` (centres undefined)?
Myeloid diff MLP: inactive; RSV CPE inhibition: -0.1%; NTR1 ag: 1.4; K1F lysis inhibition: 0.1%; SV40 large T antigen: 14%; T cell modulator: inactive; PhoP inhibition: 0%; Rac1 GTP hydrolysis: 7%; T cell modulator vesicle-bound %: 30; NTR1 ag cell count 20 µM: 45; Myeloid diff MLP GFP+ MAC1+ %: 2.9

How did Cc1ccc(S(=O)(=O)N2CCN(C(=O)COc3ccc(Br)cc3)CC2)cc1 do in these assays?
Myeloid diff MLP: inactive; RSV CPE inhibition: 1.5%; NTR1 ag: 1.7; K1F lysis inhibition: -0.4%[50 µM]; T cell modulator: inactive; Rac1 GTP hydrolysis: 4%; T cell modulator vesicle-bound %: 48; NTR1 ag cell count 20 µM: 54; Myeloid diff MLP GFP+ MAC1+ %: 0.5

What do the screens show for `O=C(OCC(=O)N1CCCc2ccccc21)c1cc(Cl)ccc1O`?
Myeloid diff MLP: inactive; RSV CPE inhibition: 2.4%; NTR1 ag: 1.0; K1F lysis inhibition: 0.0%; SV40 large T antigen: 6%; T cell modulator: inactive; PhoP inhibition: -5%; Rac1 GTP hydrolysis: 7%; T cell modulator vesicle-bound %: 48; NTR1 ag cell count 20 µM: 60; Myeloid diff MLP GFP+ MAC1+ %: 0.4

What do the screens show for `CC1Cc2ccccc2N1S(=O)(=O)c1cccc(C(=O)NCCCO)c1` (centres undefined)?
TNAP activators: 1.1; Myeloid diff MLP: inactive; RSV CPE inhibition: -0.3%; NTR1 ag: -1.1; K1F lysis inhibition: -0.2%; SV40 large T antigen: 3%; T cell modulator: inactive; PhoP inhibition: -12%; Rac1 GTP hydrolysis: 11%; T cell modulator vesicle-bound %: 5; NTR1 ag cell count 20 µM: 42; Myeloid diff MLP GFP+ MAC1+ %: 1.0

Results for O=C1CC(N2CCN(Cc3ccccc3)CC2)C(=O)N1c1ccc2c(c1)OCCO2 (centres undefined) ?
TNAP activators: 1.1; Myeloid diff MLP: inactive; RSV CPE inhibition: 2.6%; NTR1 ag: -2.6; K1F lysis inhibition: 2.3%; SV40 large T antigen: 3%; T cell modulator: inactive; PhoP inhibition: -4%; Rac1 GTP hydrolysis: -11%; T cell modulator vesicle-bound %: 42; NTR1 ag cell count 20 µM: 59; Myeloid diff MLP GFP+ MAC1+ %: 0.4

What do the screens show for `COc1cc2c(cc1OC)CN(C(=O)c1ccc(Cl)c(S(=O)(=O)N3CCCC3)c1)CC2`?
Myeloid diff MLP: inactive; NTR1 ag: 2.9; K1F lysis inhibition: 0.1%[50 µM]; T cell modulator: inactive; Rac1 GTP hydrolysis: 10%; T cell modulator vesicle-bound %: 36; NTR1 ag cell count 20 µM: 64; Myeloid diff MLP GFP+ MAC1+ %: 0.8

What do the screens show for `Cc1nc(CC(=O)NNS(=O)(=O)c2ccc3ccccc3c2)cs1`?
TNAP activators: 1.1; Myeloid diff MLP: inactive; RSV CPE inhibition: -0.4%; NTR1 ag: 2.6; K1F lysis inhibition: 2.3%; SV40 large T antigen: 9%; T cell modulator: inactive; PhoP inhibition: -8%; Rac1 GTP hydrolysis: 6%; T cell modulator vesicle-bound %: 36; NTR1 ag cell count 20 µM: 46; Myeloid diff MLP GFP+ MAC1+ %: 0.6

Results for O=C(OCc1nnc(-c2ccccc2)o1)c1ccco1 ?
TNAP activators: 1.1; Myeloid diff MLP: inactive; RSV CPE inhibition: 2.5%; NTR1 ag: -2.3; K1F lysis inhibition: -1.3%; SV40 large T antigen: 15%; T cell modulator: inactive; PhoP inhibition: 7%; Rac1 GTP hydrolysis: 3%; T cell modulator vesicle-bound %: 28; NTR1 ag cell count 20 µM: 96; Myeloid diff MLP GFP+ MAC1+ %: 0.6

What do the screens show for `CCn1c(CNc2ccc(F)cc2)nnc1SCC(=O)Nc1ccc(OC)cc1`?
TNAP activators: 1.2; Myeloid diff MLP: inactive; RSV CPE inhibition: 0.7%; NTR1 ag: 0.3; K1F lysis inhibition: 0.9%; SV40 large T antigen: 6%; T cell modulator: inactive; PhoP inhibition: 6%; Rac1 GTP hydrolysis: 8%; T cell modulator vesicle-bound %: 37; NTR1 ag cell count 20 µM: 48; Myeloid diff MLP GFP+ MAC1+ %: 1.1

Results for COc1ccc(C(=O)NNS(=O)(=O)c2ccccc2)cc1 ?
TNAP activators: 1.1; Myeloid diff MLP: inactive; RSV CPE inhibition: 1.1%; NTR1 ag: 0.1; K1F lysis inhibition: 2.9%[50 µM]; SV40 large T antigen: -3%; T cell modulator: inactive; PhoP inhibition: -8%; Rac1 GTP hydrolysis: -13%; T cell modulator vesicle-bound %: 53; NTR1 ag cell count 20 µM: 71; Myeloid diff MLP GFP+ MAC1+ %: 2.3

Assay outcomes (PubChem BioAssay)
